RXFP1 antagonist: RXFP1 (human) relaxin receptor antagonism | 0.59% of 350,000 active | HEK293-RXFP1, relaxin-stimulated cAMP HTRF, 30 min; active compounds read low | AID 1259400 | activity change, negative = inhibition, % at 57.5 µM | Q9HBX9;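 active = activity change of -60% or lower, but not beyond a set lower limit; inconclusive = change between -60% and -40%, or beyond the set limit; inactive = change above -40%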; note: % is set by controls: 0 for no effect and ±100 for the full control effect
POLH inh: inhibitors of human DNA polymerase eta | Potency, µM (top dose mostly 114 µM), for inactives: top-dose activity change, negative = inhibition, hits mostly inhibitors | Q9Y253 | recombinant Pol eta, fluorescent DNA replication assay | 1.2% of 390,000 active; note: potency is the fitted concentration of half-maximal effect; % is set by controls: 0 for no effect and ±100 for the full control effect
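Pol eta (10 nM) was preincubated with compounds for 15 min at room temperature, after which fluorescent replication substrate (50 nM final) was added to start the reaction. Fluorescence was read kinetically at 0 and 10 min.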
BLM helicase inh: Bloom syndrome helicase (human) inhibition. 0.2% of 350,000 active. recombinant BLM DNA unwinding, fluorescence dequenching. Potency, µM (highest dose often 56.1 µM), for the others: top-dose activity change, negative = inhibition, most hits filed as inhibitors. P54132. AID 2528;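 note: potency is the fitted concentration of half-maximal effect; plate controls were vehicle for no effect and no enzyme for full effect; nearly all actives have a fitted effect of over 35% in size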
Target sequence (P54132 whole entry, looked up): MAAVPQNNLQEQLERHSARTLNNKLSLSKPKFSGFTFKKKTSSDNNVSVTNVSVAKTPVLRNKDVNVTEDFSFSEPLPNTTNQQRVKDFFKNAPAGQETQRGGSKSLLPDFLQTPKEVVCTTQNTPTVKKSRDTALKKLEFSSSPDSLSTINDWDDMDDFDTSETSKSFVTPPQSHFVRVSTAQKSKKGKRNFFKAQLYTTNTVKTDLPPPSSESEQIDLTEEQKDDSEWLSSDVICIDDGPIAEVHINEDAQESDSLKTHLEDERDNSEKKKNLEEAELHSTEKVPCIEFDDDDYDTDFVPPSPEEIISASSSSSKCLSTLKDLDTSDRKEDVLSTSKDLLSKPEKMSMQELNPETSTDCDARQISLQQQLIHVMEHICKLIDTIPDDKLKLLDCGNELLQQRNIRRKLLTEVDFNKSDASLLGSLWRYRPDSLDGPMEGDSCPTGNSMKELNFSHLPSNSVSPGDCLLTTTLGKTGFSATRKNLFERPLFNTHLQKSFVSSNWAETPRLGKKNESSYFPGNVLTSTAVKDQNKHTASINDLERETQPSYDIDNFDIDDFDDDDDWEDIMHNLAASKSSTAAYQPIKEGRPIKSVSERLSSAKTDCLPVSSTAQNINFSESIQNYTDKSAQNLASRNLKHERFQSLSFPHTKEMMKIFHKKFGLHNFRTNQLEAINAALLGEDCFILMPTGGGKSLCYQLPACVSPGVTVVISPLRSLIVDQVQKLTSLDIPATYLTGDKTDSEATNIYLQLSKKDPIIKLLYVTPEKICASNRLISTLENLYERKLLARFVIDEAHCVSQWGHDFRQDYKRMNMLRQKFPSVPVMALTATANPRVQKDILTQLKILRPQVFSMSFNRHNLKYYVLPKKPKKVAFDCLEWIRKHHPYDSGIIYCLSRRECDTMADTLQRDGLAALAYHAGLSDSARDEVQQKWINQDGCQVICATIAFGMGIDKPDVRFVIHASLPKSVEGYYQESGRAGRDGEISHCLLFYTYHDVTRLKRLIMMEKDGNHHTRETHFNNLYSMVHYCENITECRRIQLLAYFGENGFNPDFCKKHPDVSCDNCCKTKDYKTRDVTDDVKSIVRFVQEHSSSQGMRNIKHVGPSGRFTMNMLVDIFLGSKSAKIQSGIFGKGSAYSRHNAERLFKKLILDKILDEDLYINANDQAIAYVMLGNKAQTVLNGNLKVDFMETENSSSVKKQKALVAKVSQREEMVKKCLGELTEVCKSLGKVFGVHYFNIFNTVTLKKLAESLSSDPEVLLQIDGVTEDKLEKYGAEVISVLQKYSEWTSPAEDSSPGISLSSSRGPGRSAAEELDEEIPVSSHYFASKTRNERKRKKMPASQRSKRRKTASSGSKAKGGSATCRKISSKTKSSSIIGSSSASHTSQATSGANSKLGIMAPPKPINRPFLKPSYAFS
Pol beta inh: blocks human DNA polymerase beta activity. P06746. 1.3% of 340,000 active. Pol beta primer extension/strand displacement, fluorescence kinetic. Potency, µM (top dose mostly 114 µM), without a hit: at the top dose activity change, negative = inhibition, most hits filed as inhibitors; note: potency is the fitted concentration of half-maximal effect; % is set by controls: 0 for no effect and ±100 for the full control effect
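Human Pol beta at 10 nM; strand-displacement substrate 50 nM final. Compound exposure 15 min at room temperature before start, reaction 10 min at room temperature.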
PGK inhibitor: inhibitors of T. brucei phosphoglycerate kinase | Potency, µM (doses to about 57.5 µM), inactives show at the highest dose activity change, negative = inhibition, hits mostly inhibitors | 0.043% of 380,000 active | PGK/GAPDH coupled, Kinase-Glo luminescence, 60 min | P07378; note: potency is the fitted concentration of half-maximal effect; % is set by controls: 0 for no effect and ±100 for the full control effect; nearly all actives have a fitted effect of over 60% in size
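Recombinant glycosomal PGK reaction used 1,3-bisphosphoglycerate generated in-well by GAPDH (100nM final) in 100mM TEA pH 7.6, 5mM MgCl2, 0.01% Tween-20. After 60 minutes at room temperature, ATP was read by Kinase-Glo Plus luminescence end-point.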
Apoferritin bind: candidate novel general anesthetic via apoferritin binding; apoferritin/1-aminoanthracene competitive binding, fluorescence; 0.074% of 350,000 active; Potency, µM (series often up to 77.5 µM), for the others: top-dose activity change, negative = displacement, most hits filed as inhibitors; AID 485281; note: potency is the fitted concentration of half-maximal effect; % is set by controls: 0 for no effect and ±100 for the full control effect; nearly all actives have a fitted effect of over 20% in size
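Apoferritin-based anesthetic binding model; compound displacement of fluorescent 1-AMA measured as endpoint fluorescence after 10 minutes at room temperature, scaled to free-ligand and complex controls.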
APE1 inh: APE1 (human) endonuclease inhibition. recombinant APE1, TAMRA/BHQ-2 abasic DNA cleavage fluorescence. 0.35% of 350,000 active. Potency, µM (series often up to 65.8 µM), for inactives: at the highest dose activity change, negative = inhibition, hits mostly inhibitors;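 note: potency is the fitted concentration of half-maximal effect; plate controls were vehicle for no effect and reference inhibitor for full effect; nearly all actives have a fitted effect of over 55% in size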
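Readout is kinetic fluorescence (ex 525, em 598 nm) from cleavage of 50 nM TAMRA/BHQ-2 THF abasic duplex by 0.75 nM APE1, compound added 15 min beforehand at RT.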
Pol kappa inh: inhibitors of human DNA polymerase kappa; purified Pol kappa, fluorescent DNA synthesis assay, 10 min; Q9UBT6; AID 588579; Potency, µM (highest dose often 107 µM), without a hit: at the highest dose activity, negative = inhibition, usual class: inhibitors; 0.53% of 400,000 active; note: potency is the fitted concentration of half-maximal effect; % is set by controls: 0 for no effect and ±100 for the full control effect
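First, compounds were pin-transferred onto 10 nM Pol kappa. After 15 min at room temperature, substrate was added to 50 nM final. Fluorescence was then measured kinetically at 0 and 10 min.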
Pol iota inh: blocks human DNA polymerase iota activity | AID 588590 | Pol iota fluorescent replication assay, 10 min | Q9UNA4 | 1% of 390,000 active | Potency, µM (highest dose often 115 µM), for inactives: top-dose activity, negative = inhibition, hits mostly inhibitors; note: potency is the fitted concentration of half-maximal effect
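Fluorescent replication assay read twice, at 0 min and 10 min after adding 50 nM (final) substrate. Enzyme (10 nM) and compounds were first incubated 15 min at room temperature; enzyme-free buffer wells were negative controls.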
An asterisk follows results filed as active; [ ] = another dose, or the depositor's remark. Unless noted, calls come from the whole dose curve; as a rule, active = well fitted curve in the direction sought with a large enough effect; inconclusive = small, poorly fitted or top-dose-only effect, or another doubt; inactive = no such curve, though single readings can be large; an effect the other way counts as inactive or inconclusive. These rows are one share of the data; the hit share may differ from the screen's.

Screening COc1cc(/C=N\NC(=O)C2COc3ccccc3O2)cc(OC)c1O (stereo not drawn) returned RXFP1 antagonist 11, POLH inh -20%, BLM helicase inh -2%, Pol beta inh -19%, PGK inhibitor -8%, Apoferritin bind 1%, APE1 inh 0%, Pol kappa inh -2% and Pol iota inh 0%.
O=C(CNC(=O)c1ccco1)Nc1ccc(S(=O)(=O)N2CCCC2)cc1 was read as RXFP1 antagonist -13, POLH inh -14%, BLM helicase inh -1%, Pol beta inh -2%, PGK inhibitor -1%, Apoferritin bind -21%, APE1 inh 5%, Pol kappa inh -5% and Pol iota inh 16%.
`CCOc1cccc2sc(N(CCN(CC)CC)C(=O)c3cccc(N4C(=O)CCC4=O)c3)nc12` gave RXFP1 antagonist -27, POLH inh -23%, PGK inhibitor 4%, APE1 inh 12%, Pol kappa inh 0% and Pol iota inh 7%.
O=C(CCCN1C(=O)c2ccccc2C1=O)Nc1cccc(S(=O)(=O)NC2=NCCC2)c1 was read as RXFP1 antagonist 2, POLH inh -13%, BLM helicase inh -1%, Pol beta inh 41%, PGK inhibitor 12%, Apoferritin bind -10%, APE1 inh 20%, Pol kappa inh -1% and Pol iota inh 153%[activator].
Screening O=c1cc(-c2ccccc2)nc(N2CCN(Cc3ccc4c(c3)OCO4)CC2)[nH]1 returned RXFP1 antagonist -8, POLH inh inconclusive, BLM helicase inh -1%, Pol beta inh 2%, PGK inhibitor -9%, Apoferritin bind -8%, APE1 inh -2%, Pol kappa inh -9% and Pol iota inh 3%.
`Cc1ccccc1NS(=O)(=O)c1ccc(OCC(=O)NCc2ccccn2)cc1` gave RXFP1 antagonist 9, POLH inh -4%, BLM helicase inh -1%, Pol beta inh 53%[activator], PGK inhibitor 9%, Apoferritin bind -1%, APE1 inh 15%, Pol kappa inh -4% and Pol iota inh 9%.
For OCCOCCn1c(C2CCCN2c2nc(-c3ccc(F)cc3)cs2)nc2cc(Cl)c(Cl)cc21 (stereo not drawn) the results were POLH inh -11%, PGK inhibitor 0%, Pol kappa inh -8% and Pol iota inh -9%.
`NC(=O)C1CCN(CC(=O)NC(=O)NC2CCCC2)CC1` gave RXFP1 antagonist 0, POLH inh -16%, BLM helicase inh -1%, Pol beta inh -10%, PGK inhibitor -3%, Apoferritin bind -8%, APE1 inh -2%, Pol kappa inh -6% and Pol iota inh 15%.
`O=C(NCc1ccncc1)c1nc(-c2ccc(C(F)(F)F)cc2)no1` gave RXFP1 antagonist -12, POLH inh -14%, BLM helicase inh 0%, Pol beta inh -2%, PGK inhibitor inactive, Apoferritin bind -23%, APE1 inh -2%, Pol kappa inh -8% and Pol iota inh 22%.
COc1ccc(Cl)cc1NS(=O)(=O)c1c(C)nc2sccn2c1=O was read as POLH inh -2%, BLM helicase inh -1%, Pol beta inh 46%, PGK inhibitor -2%, Apoferritin bind -12%, APE1 inh 24%, Pol kappa inh -1% and Pol iota inh inconclusive.
`Cc1ccc2c(c1)[C@H]1[C@H](CO2)[C@H](c2ccccc2)[C@]2(C)C(=O)Nc3ccc(Cl)cc3C(=O)N12` gave POLH inh -16%, PGK inhibitor -9%, APE1 inh 22%, Pol kappa inh 15% and Pol iota inh -9%.
`C/C(=N\Nc1nc2ccccc2nc1C)c1ccccc1O` gave RXFP1 antagonist -9, POLH inh -1%, BLM helicase inh -1%, Pol beta inh -19%, PGK inhibitor -11%, Apoferritin bind 0%, APE1 inh 3%, Pol kappa inh -4% and Pol iota inh 44%[activator].
Screening O=C(CN1C(=O)S/C(=C\c2ccccc2)C1=O)NCCCn1ccnc1 returned RXFP1 antagonist 5, POLH inh -21%, BLM helicase inh 3%, Pol beta inh 4%, PGK inhibitor -7%, Apoferritin bind -15%, APE1 inh 18%, Pol kappa inh 2% and Pol iota inh 28%.
COc1ccc(-n2ncc(C(=O)N3CCN(Cc4ccccc4)CC3)c2C2CCN(C(=O)OC(C)(C)C)CC2)cc1 was read as RXFP1 antagonist -9, POLH inh -17%, BLM helicase inh 1%, Pol beta inh 11%, PGK inhibitor -6%, Apoferritin bind -16%, Pol kappa inh 5% and Pol iota inh 33%[activator].
Screening Cc1c(CCC(=O)O)c(=O)oc2cc(OCc3cccc(F)c3)ccc12 returned RXFP1 antagonist 24, POLH inh -1%, BLM helicase inh -1%, Pol beta inh 12%, PGK inhibitor 4%, Apoferritin bind -8%, APE1 inh 25%, Pol kappa inh 0% and Pol iota inh 30%.

Taken from above (two entries):
COc1ccc(-n2ncc(C(=O)N3CCN(Cc4ccccc4)CC3)c2C2CCN(C(=O)OC(C)(C)C)CC2)cc1 was read as RXFP1 antagonist -9, POLH inh -17%, BLM helicase inh 1%, Pol beta inh 11%, PGK inhibitor -6%, Apoferritin bind -16%, Pol kappa inh 5% and Pol iota inh 33%[activator].
Screening Cc1c(CCC(=O)O)c(=O)oc2cc(OCc3cccc(F)c3)ccc12 returned RXFP1 antagonist 24, POLH inh -1%, BLM helicase inh -1%, Pol beta inh 12%, PGK inhibitor 4%, Apoferritin bind -8%, APE1 inh 25%, Pol kappa inh 0% and Pol iota inh 30%.

Additional records.
For O=C1C(=O)N(CCO)C(c2ccccc2)/C1=C(\O)c1ccccc1 (stereo not drawn) the results were POLH inh -7%, BLM helicase inh 1%, Pol beta inh 67%, PGK inhibitor -10%, Apoferritin bind -11%, APE1 inh 12%, Pol kappa inh 11% and Pol iota inh -12%.
`CCCc1nc2c(c(=O)c3ccccc3n2C)c(=O)n1-c1ccc(F)cc1` gave RXFP1 antagonist 2, POLH inh -16%, BLM helicase inh -7%, Pol beta inh 22%, PGK inhibitor 5%, Apoferritin bind -8%, APE1 inh 14%, Pol kappa inh -12% and Pol iota inh 23%.
For Cc1ccccc1NC(=O)C1CCN(c2cnccn2)CC1 the results were RXFP1 antagonist 1, POLH inh -7%, BLM helicase inh 3%, Pol beta inh 38%, PGK inhibitor -4%, Apoferritin bind 74%[activator], APE1 inh 13%, Pol kappa inh 6% and Pol iota inh 22%.
`CSCCC(NC(=O)c1ccccc1Br)C(=O)Nc1ccc(C)cc1` (stereo not drawn) gave RXFP1 antagonist -3, POLH inh -11%, BLM helicase inh 6%, Pol beta inh 18%, PGK inhibitor 5%, Apoferritin bind -7%, APE1 inh 5%, Pol kappa inh -5% and Pol iota inh 7%.
For CCOC(=O)CSc1nc(=O)n2ccc(C)cc2n1 the results were RXFP1 antagonist -72*, POLH inh -12%, BLM helicase inh 0%, Pol beta inh 49%, PGK inhibitor -2%, Apoferritin bind -2%, APE1 inh -4%, Pol kappa inh -5% and Pol iota inh -9%.
CCCCC(CC)Cn1c(N)c(C#N)c2nc3ccccc3nc21 (stereo not drawn) was read as RXFP1 antagonist 13, POLH inh -12%, BLM helicase inh 0%, Pol beta inh 6%, PGK inhibitor 5%, Apoferritin bind -19%, APE1 inh -4%, Pol kappa inh -3% and Pol iota inh 30%[activator].
For CCCC(C)Sc1nc2c([nH]1)c(=S)n(C)c(=O)n2C (stereo not drawn) the results were RXFP1 antagonist -22, POLH inh -12%, PGK inhibitor 17%, Pol kappa inh -9% and Pol iota inh 61%[activator].
Screening O=S(=O)(NC1CC1)c1ccc(Cl)cc1F returned RXFP1 antagonist -2, POLH inh -11%, BLM helicase inh -2%, Pol beta inh 46%, PGK inhibitor 4%, Apoferritin bind -3%, APE1 inh 32%, Pol kappa inh 0% and Pol iota inh 58%[activator].
`Cn1c(NC(=O)c2ccc(Cl)s2)cc(=O)n(C)c1=O` gave RXFP1 antagonist 2, POLH inh -10%, BLM helicase inh -4%, Pol beta inh 29%, PGK inhibitor -4%, Apoferritin bind 2%, APE1 inh 10%, Pol kappa inh 1% and Pol iota inh 36%[activator].
`CC1CCC/C(=C(\C#N)c2nc(-c3cc4ccccc4oc3=O)cs2)C1` (stereo not drawn) gave RXFP1 antagonist -14, POLH inh -26%, BLM helicase inh 0%, Pol beta inh 6%, PGK inhibitor -1%, Apoferritin bind -18%, APE1 inh 8%, Pol kappa inh -6% and Pol iota inh 17%.
For CCOC(=O)/C=C1/SCC(=O)N1Cc1ccc(Br)cc1 the results were RXFP1 antagonist -11, POLH inh -10%, PGK inhibitor -5%, Pol kappa inh -4% and Pol iota inh -14%.
For CCOC(=O)N1CCC(Nc2ncnc3c2cnn3-c2ccc(C)cc2C)CC1 the results were POLH inh -12%, BLM helicase inh 1%, Pol beta inh 0%, PGK inhibitor -4%, Apoferritin bind -10%, APE1 inh -1%, Pol kappa inh 3% and Pol iota inh -9%.
Screening CCOC(=O)c1c(C)sc(-c2c(-c3ccc(OC)c(F)c3)[nH]c3[nH]c(=O)[nH]c(=O)c23)c1O returned RXFP1 antagonist -14, BLM helicase inh -4%, Pol beta inh -21%, Apoferritin bind inconclusive, Pol kappa inh -13% and Pol iota inh 8%.
For C=CCC(NCc1ccccc1)c1ccco1 (stereo not drawn) the results were RXFP1 antagonist -1, POLH inh -2%, BLM helicase inh 0%, Pol beta inh 2%, PGK inhibitor -4%, Apoferritin bind -7%, APE1 inh -7%, Pol kappa inh -18% and Pol iota inh 17%.
`Cc1ccc(NC(=O)/C(C#N)=C\c2ccc(-c3ccc(Cl)cc3)o2)c(C)c1` gave RXFP1 antagonist -2, POLH inh -6%, BLM helicase inh -4%, Pol beta inh 4%, PGK inhibitor 4%, Apoferritin bind -8%, Pol kappa inh -23% and Pol iota inh 2%.
For COc1ccc(N2C(=NC(=O)CCCc3ccccc3)SC3CS(=O)(=O)CC32)cc1 (stereo not drawn) the results were RXFP1 antagonist 22, POLH inh 3%, BLM helicase inh -3%, Pol beta inh -18%, PGK inhibitor 6%, Apoferritin bind 2%, APE1 inh 18%, Pol kappa inh -19% and Pol iota inh -16%.
Screening Nn1c(SCC(=O)NCCN2C(=O)CSC2=O)nnc1-c1ccc(OC(F)F)cc1 returned RXFP1 antagonist -20, POLH inh -5%, PGK inhibitor -7%, APE1 inh 10%, Pol kappa inh -16% and Pol iota inh -4%.
CCC(=O)Nc1ccccc1-c1nc2ccccc2n(C(CC)C(=O)Nc2cccc(Cl)c2)c1=O (stereo not drawn) was read as RXFP1 antagonist -23, POLH inh -5%, BLM helicase inh -2%, Pol beta inh 39%, PGK inhibitor -5%, Apoferritin bind -7%, Pol kappa inh 8% and Pol iota inh -7%.
